From PubChem
TrxR1 substrate: rat thioredoxin reductase 1 substrate activity. purified TrxR1 substrate turnover, NADPH consumption readout. Potency, µM (highest dose often 114 µM), for inactives: at the highest dose activity change, negative = substrate turnover. 0.01% of 390,000 active; note: potency is the fitted concentration of half-maximal effect; % is set by controls: 0 for no effect and ±100 for the full control effect; nearly all actives have a fitted effect of over 50% in size
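Rat TrxR1, dispensed at 90 nM, was prereduced with 400 uM NADPH (final) for 5 min at ~22 deg C, then incubated with compound 15 min before 400 uM selenite. A first-read NADPH fluorescence drop versus no-compound background flagged substrates.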
LDHA inh: LDHA (human) enzyme inhibition; P00338; purified LDHA, NADH/diaphorase-resazurin fluorescence; stronger effect = lower value; 0.15% of 480,000 active; activity change, % (values are at about 110 or 230 µM); in the data active = activity change below about -30%; inconclusive = mostly about -25% to -30%;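 note: plate controls were DMSO wells for no effect and wells without enzyme for full effect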
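Enzyme activity of human lactate dehydrogenase 5 (2 nM; 0.06 mM NADH, 0.2 mM pyruvate, 5 min, RT) is measured via a resazurin/diaphorase fluorescence readout of residual NADH.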
PI4K2A inh: inhibitors of human PI4K2A; Q9BTU6; purified PI4K2A, ADP-Glo luminescence, 1 h; stronger effect = lower value; activity change, negative = inhibition, % at 76.9 µM; 0.13% of 420,000 active; in the data active = activity change below about -50%; inconclusive = mostly about -30% to -49%;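 note: -100% = wells without enzyme as full effect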
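ADP-Glo luminescence measured ADP generated by PI4K2A enzyme (4 ug/mL before mixing) with 1.2 mM PI substrate (pre-mix) and 300 microM ATP (pre-mix). Tris pH7.5 buffer with MgCl2, Triton X-100; 1 h reaction at ambient temperature.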
mIDH1 inhibitor: inhibitors of human mutant IDH1 R132H | IDH1-R132H enzyme, NADPH consumption, diaphorase/resazurin fluorescence | 0.093% of 390,000 active | O75874 | Potency, µM (series often up to 76.6 µM), for the others: at the highest dose activity change, negative = inhibition, hits mostly inhibitors; note: potency is the fitted concentration of half-maximal effect; % is set by controls: 0 for no effect and ±100 for the full control effect; nearly all actives have a fitted effect of over 65% in size
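IDH1-R132H (0.5 ug/mL) preincubated 30 min with compound, then NADPH (0.016 mM) and alpha-KG (2 mM) added; 80 min at RT, pH 7.5. Remaining NADPH coupled via diaphorase/resazurin to fluorescence (540/590 nm); concentration-response curves normalized to no-enzyme control.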
Glioma ERSR ind: induces the endoplasmic reticulum stress response in human glioma cells | 0.02% of 420,000 active | U87-MG GRP78 promoter luciferase reporter, 16 h | Potency, µM, for inactives: at the top dose activation, most hits filed as activators; note: potency is the fitted concentration of half-maximal effect; series mostly up to about 76 µM; % of control where 0% means no effect; nearly all actives have a fitted effect of over 35% in size
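Stably transfected U87-MG human glioma cells carrying a GRP78-based luminescent sensor were seeded at 1000 cells/well, pin-dosed with compounds and incubated 16 h. Luciferase reagent was then added, and end-point luminescence was read after 10 min at room temperature.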
Vif-APOBEC3G blk: inhibitors of Vif-APOBEC3G interaction; Q9HC16; HeLa A3G-eYFP + Vif (tagged APOBEC3G with the HIV-1 protein that degrades it), YFP fluorescence, overnight; Potency, µM (titrated, usually from 46.1 µM), for inactives: top-dose activity, negative = active, usual class: inhibitors; 0.076% of 410,000 active; AID 602310;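 note: potency is the fitted concentration of half-maximal effect; % is set by controls: 0 for no effect and ±100 for the full control effect; nearly all actives have a fitted effect of over 60% in size; hits raise eYFP signal because A3G escapes Vif-driven loss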
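Read-out is eYFP fluorescence (Ex 488/Em 500-530) from Vif-expressing HeLa A3G-eYFP cells; more signal means A3G escaped Vif-mediated degradation. Cells plated overnight, compound pinned in, incubated overnight at 37 deg C.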
RXFP1 ag: agonists of human relaxin receptor RXFP1 | HEK293T-RXFP1 cAMP TR-FRET, 30 min; response scale: percent of porcine relaxin response, buffer zero | Potency, µM (titrated, usually from 57.5 µM), inactives show top-dose activation, most hits filed as activators | 0.3% of 370,000 active | AID 2676; note: potency is the fitted concentration of half-maximal effect; % is set by controls: 0 for no effect and ±100 for the full control effect; nearly all actives have a fitted effect of over 60% in size; many of its hits are not listed in these tables
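HEK293T cells stably expressing RXFP1 were pretreated with the PDE4 inhibitor Ro 20174, exposed to compounds for 30 min at 37C, lysed, and cAMP was read by TR-FRET. Data normalized to buffer (basal) and 29 nM porcine relaxin (100%).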
Vif-A3F inh: Vif-A3F binding inhibition. HeLa A3F-eYFP + Vif (tagged APOBEC3F with the HIV-1 protein that degrades it), YFP fluorescence increase. Potency, µM (top dose mostly 46.1 µM), for inactives: top-dose activity, negative = active. 0.2% of 390,000 active. AID 602313; note: potency is the fitted concentration of half-maximal effect; % of control where 0% means no effect; nearly all actives have a fitted effect of over 65% in size
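HeLa cells stably expressing A3F-eYFP plus Vif, plated and incubated overnight at 37 deg C, then exposed to compounds overnight at 37 deg C. Blocked degradation read as raised yellow fluorescence (Ex 488/Em 500-530).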
USP1-UAF1 inh: inhibitors of human USP1/UAF1 deubiquitinase. O94782. recombinant USP1/UAF1, Ub-Rhodamine cleavage fluorescence. Potency, µM (top dose mostly 57.1 µM), inactives show at the top dose activity change, negative = inhibition, usual class: inhibitors. 0.23% of 390,000 active. AID 743255; note: potency is the fitted concentration of half-maximal effect; % is set by controls: 0 for no effect and ±100 for the full control effect; nearly all actives have a fitted effect of over 60% in size; inactives centre near -12
Target sequence (O94782 whole entry, looked up): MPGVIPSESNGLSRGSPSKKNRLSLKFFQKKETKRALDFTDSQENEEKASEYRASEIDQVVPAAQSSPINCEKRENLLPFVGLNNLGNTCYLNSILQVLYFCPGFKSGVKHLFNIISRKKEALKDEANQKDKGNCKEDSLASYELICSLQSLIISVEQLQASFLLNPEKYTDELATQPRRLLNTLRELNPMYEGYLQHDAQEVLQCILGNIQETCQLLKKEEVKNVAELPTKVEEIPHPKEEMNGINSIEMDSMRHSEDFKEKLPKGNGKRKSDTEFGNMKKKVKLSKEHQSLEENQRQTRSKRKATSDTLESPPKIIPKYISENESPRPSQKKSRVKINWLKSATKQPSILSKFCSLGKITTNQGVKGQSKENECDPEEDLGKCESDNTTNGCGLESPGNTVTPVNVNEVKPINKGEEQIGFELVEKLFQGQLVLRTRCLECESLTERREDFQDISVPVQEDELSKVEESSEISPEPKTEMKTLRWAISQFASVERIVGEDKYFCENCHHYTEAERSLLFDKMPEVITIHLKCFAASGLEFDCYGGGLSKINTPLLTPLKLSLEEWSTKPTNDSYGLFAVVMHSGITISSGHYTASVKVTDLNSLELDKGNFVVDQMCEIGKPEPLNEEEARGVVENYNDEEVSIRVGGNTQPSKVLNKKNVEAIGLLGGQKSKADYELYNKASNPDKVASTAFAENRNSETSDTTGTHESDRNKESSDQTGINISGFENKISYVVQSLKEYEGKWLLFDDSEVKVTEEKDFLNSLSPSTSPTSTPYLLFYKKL
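USP1/UAF1 complex at 1 nM was preincubated with compound for 15 min at room temperature, then Ub-Rho substrate (150nM final) was added. Fluorescence (480/540 nm) was read kinetically, 6 reads every 60 seconds.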
* marks the source's active call; other numbers are inactive results; [ ] = dose if it differs, or a comment. Unless noted, calls come from the whole dose curve; as a rule, active = well fitted curve in the direction sought with a large enough effect; inconclusive = small, poorly fitted or top-dose-only effect, or another doubt; inactive = no such curve, though single readings can be large; an effect the other way counts as inactive or inconclusive. Not all compounds are listed; count on the stated rates, not on these rows.

How did CC1N=C2c3ccccc3N=C(SCc3cc(=O)n4cc(Cl)ccc4n3)N2C1=O (configuration not stated) do in these assays?
TrxR1 substrate: 12.9%; LDHA inh: 0.4; PI4K2A inh: 32.7; mIDH1 inhibitor: 1.3%; Glioma ERSR ind: -1.8%; Vif-APOBEC3G blk: -7.4%; RXFP1 ag: 9.4%; Vif-A3F inh: -9.5%; USP1-UAF1 inh: -2.5%

What do the screens show for `CCN1CCN(c2ccc(NC(=O)COc3ccc([N+](=O)[O-])cc3)cc2)CC1`?
TrxR1 substrate: -0.4%; LDHA inh: -3.7; PI4K2A inh: 1.6; mIDH1 inhibitor: 2.9%; Glioma ERSR ind: -4.6%; Vif-APOBEC3G blk: -0.3%; RXFP1 ag: -2.0%; Vif-A3F inh: -6.8%; USP1-UAF1 inh: 0.2%

What do the screens show for `N/C(Cc1ccc([N+](=O)[O-])cc1)=N\OC(=O)c1ccc(Br)o1`?
TrxR1 substrate: 4.9%[57.1 µM]; LDHA inh: -4.8; PI4K2A inh: -5.6; mIDH1 inhibitor: 2.8%; Glioma ERSR ind: 1.8%; Vif-APOBEC3G blk: -8.8%; RXFP1 ag: 0.8%; Vif-A3F inh: 5.2%; USP1-UAF1 inh: -3.2%

Results for CCOc1ccc(C(=O)N(CN2CCCC2=O)c2cccc(Cl)c2)cc1 ?
TrxR1 substrate: 2.9%[57.1 µM]; LDHA inh: 0.5; PI4K2A inh: 1.0; mIDH1 inhibitor: -0.7%; Glioma ERSR ind: 6.6%; Vif-APOBEC3G blk: -1.4%; RXFP1 ag: -0.6%; Vif-A3F inh: -3.3%; USP1-UAF1 inh: -15.2%

What do the screens show for `CCc1ccc(C(=O)c2cn(CC(=O)Nc3ccc(OC)cc3)c3cc4c(cc3c2=O)OCO4)cc1`?
TrxR1 substrate: -7.0%; LDHA inh: -9.1; PI4K2A inh: -9.5; mIDH1 inhibitor: -6.2%; Glioma ERSR ind: -2.6%; Vif-APOBEC3G blk: 2.3%; RXFP1 ag: inconclusive; Vif-A3F inh: -14.0%; USP1-UAF1 inh: -14.7%

How did COc1ccc(-n2ncc3c(NCCN4CCOCC4)ncnc32)cc1 do in these assays?
TrxR1 substrate: 4.3%[57.1 µM]; LDHA inh: -8.1; PI4K2A inh: 6.7; mIDH1 inhibitor: -4.8%; Glioma ERSR ind: -3.2%; Vif-APOBEC3G blk: -2.8%; RXFP1 ag: 4.6%; Vif-A3F inh: 4.7%; USP1-UAF1 inh: -15.4%

How did Cc1ccc(Cl)cc1NC(=O)c1cc(S(=O)(=O)N2CCCCCC2)cn1C do in these assays?
TrxR1 substrate: -1.4%[57.1 µM]; LDHA inh: -9.8; PI4K2A inh: 1.2; mIDH1 inhibitor: 0.5%; Glioma ERSR ind: -3.3%; Vif-APOBEC3G blk: -2.2%; RXFP1 ag: -1.5%; Vif-A3F inh: 0.2%; USP1-UAF1 inh: -20.0%

What do the screens show for `CCN(CC)c1ccc(NC(=O)c2ccccn2)cc1S(=O)(=O)Nc1ccccc1OC`?
TrxR1 substrate: -4.5%; LDHA inh: -1.3; PI4K2A inh: 3.4; mIDH1 inhibitor: 10.3%; Glioma ERSR ind: -4.4%; Vif-APOBEC3G blk: -1.2%; RXFP1 ag: -0.6%; Vif-A3F inh: -17.7%; USP1-UAF1 inh: -15.5%

Results for Cn1c(=O)c2c(SCC(=O)N3CCOCC3)nc(C3CC3)nc2n(C)c1=O ?
TrxR1 substrate: 5.0%[57.1 µM]; LDHA inh: 2.3; PI4K2A inh: -0.1; mIDH1 inhibitor: -6.4%; Glioma ERSR ind: -0.6%; Vif-APOBEC3G blk: 1.1%; RXFP1 ag: 9.2%; Vif-A3F inh: 2.1%; USP1-UAF1 inh: -17.1%

How did O=[N+]([O-])c1cccc(S(=O)(=O)N2CCC(c3nc(-c4ccncc4)no3)CC2)c1 do in these assays?
TrxR1 substrate: -4.0%[57.1 µM]; LDHA inh: -8.3; PI4K2A inh: -12.0; mIDH1 inhibitor: 2.3%; Glioma ERSR ind: -6.2%; Vif-APOBEC3G blk: -1.3%; RXFP1 ag: -1.6%; Vif-A3F inh: 3.4%; USP1-UAF1 inh: -6.2%

How did CCn1ccnc1CNCc1cn(-c2cc(C)ccc2C)nc1-c1ccccc1 do in these assays?
TrxR1 substrate: 0.9%; LDHA inh: -1.0; PI4K2A inh: 3.7; mIDH1 inhibitor: 6.7%; Glioma ERSR ind: -0.8%; Vif-APOBEC3G blk: -2.6%; RXFP1 ag: 1.0%; Vif-A3F inh: 1.6%; USP1-UAF1 inh: -24.8%

What do the screens show for `COc1ccc(-n2nc([N+](=O)[O-])c(=NCc3ccco3)n2O)cc1`?
TrxR1 substrate: -9.2%; LDHA inh: -3.1; PI4K2A inh: -3.6; mIDH1 inhibitor: 10.7%; Glioma ERSR ind: 2.9%; Vif-APOBEC3G blk: -2.5%; RXFP1 ag: 1.7%; Vif-A3F inh: 5.6%; USP1-UAF1 inh: -16.6%

What do the screens show for `O=S(=O)(c1ccc(Br)cc1)c1nc(-c2ccco2)oc1SCc1ccccc1Cl`?
TrxR1 substrate: 14.5%; LDHA inh: 2.4; PI4K2A inh: -8.2; mIDH1 inhibitor: -14.1%; Glioma ERSR ind: -4.0%; Vif-APOBEC3G blk: -5.5%; RXFP1 ag: 0.1%; Vif-A3F inh: -8.8%; USP1-UAF1 inh: -16.9%

Results for COc1ccc(CCNC(=O)NCCc2c[nH]c3ccccc23)cc1OC ?
TrxR1 substrate: 7.2%[57.1 µM]; LDHA inh: -5.6; PI4K2A inh: 2.2; mIDH1 inhibitor: 1.1%; Glioma ERSR ind: -2.5%; Vif-APOBEC3G blk: -0.5%; RXFP1 ag: 0.9%; Vif-A3F inh: -2.6%; USP1-UAF1 inh: -9.5%

How did CN1CCN(c2ncnc3c2ncn3[C@H]2CN(Cc3ccco3)C[C@@H](CO)O2)CC1 do in these assays?
LDHA inh: -10.7; PI4K2A inh: -0.6; Glioma ERSR ind: -5.0%; Vif-APOBEC3G blk: -3.0%

How did CC(=O)n1nc(-c2ccco2)nc1N do in these assays?
TrxR1 substrate: 7.2%[57.1 µM]; LDHA inh: 0.5; PI4K2A inh: 3.6; mIDH1 inhibitor: -0.2%; Glioma ERSR ind: -2.0%; Vif-APOBEC3G blk: 5.3%; RXFP1 ag: 1.3%; Vif-A3F inh: -8.6%; USP1-UAF1 inh: -22.5%

Results for CC1CCN(C(=O)c2ccc(CSc3nc4ccncc4n3Cc3ccc(F)cc3)cc2)CC1 ?
TrxR1 substrate: -2.1%[57.1 µM]; LDHA inh: -2.7; PI4K2A inh: -3.5; mIDH1 inhibitor: -3.5%; Glioma ERSR ind: -2.7%; Vif-APOBEC3G blk: 4.1%; RXFP1 ag: -0.2%; Vif-A3F inh: -1.0%; USP1-UAF1 inh: -15.4%

Results for COc1cccc(CNC(=O)CSc2nnc3c(n2)[nH]c2ccccc23)c1 ?
TrxR1 substrate: -11.9%; LDHA inh: -5.8; PI4K2A inh: 2.7; mIDH1 inhibitor: 18.6%; Glioma ERSR ind: -1.2%; Vif-APOBEC3G blk: 0.0%; RXFP1 ag: 1.1%; Vif-A3F inh: 8.2%; USP1-UAF1 inh: -8.8%

How did O=C(Cc1csc(N2CCOCC2)n1)N/N=C/c1ccc(Cl)cc1Cl do in these assays?
TrxR1 substrate: 10.1%; LDHA inh: -10.0; PI4K2A inh: 3.9; mIDH1 inhibitor: -0.4%; Glioma ERSR ind: -1.4%; Vif-APOBEC3G blk: 2.4%; RXFP1 ag: -4.3%; Vif-A3F inh: -5.5%; USP1-UAF1 inh: -23.1%

Results for C=CCOC(=O)C1=C[C@H](c2csc3ccccc23)[C@@H](CCCO)[C@H](OCC)O1 ?
TrxR1 substrate: -5.6%; LDHA inh: -7.0; PI4K2A inh: 15.4; mIDH1 inhibitor: -3.7%; Glioma ERSR ind: -3.4%; Vif-APOBEC3G blk: -0.5%; RXFP1 ag: -1.0%; Vif-A3F inh: -1.6%; USP1-UAF1 inh: -22.4%

How did CCc1ccc(C2=NN(CCC(=O)NCC3CCCO3)C(=O)CC2)cc1 (configuration not stated) do in these assays?
TrxR1 substrate: 1.1%; LDHA inh: -12.2; PI4K2A inh: 5.9; mIDH1 inhibitor: 0.0%; Glioma ERSR ind: -2.3%; Vif-APOBEC3G blk: 2.8%; RXFP1 ag: 2.1%; Vif-A3F inh: 4.7%; USP1-UAF1 inh: -28.5%

How did CN1CCN(C(=O)c2cc(Cl)ccc2Cl)CC1 do in these assays?
TrxR1 substrate: 9.3%[57.1 µM]; LDHA inh: -9.0; PI4K2A inh: -4.2; mIDH1 inhibitor: 7.0%; Glioma ERSR ind: -3.4%; Vif-APOBEC3G blk: -5.3%; RXFP1 ag: 1.9%; Vif-A3F inh: 0.8%; USP1-UAF1 inh: -2.1%

What do the screens show for `NC(c1csc(Nc2ccc(C(=O)c3ccccc3)cc2)n1)c1ccccc1Cl` (configuration not stated)?
LDHA inh: -12.2; PI4K2A inh: -0.1; Glioma ERSR ind: 1.0%; Vif-APOBEC3G blk: -4.6%

How did CCOC(=O)c1c(S(=O)(=O)N2CCCC(C(=O)Nc3ccccn3)C2)c(C)n(C)c1C (configuration not stated) do in these assays?
TrxR1 substrate: -6.2%[57.1 µM]; LDHA inh: -0.3; PI4K2A inh: 1.4; mIDH1 inhibitor: -14.3%; Glioma ERSR ind: -2.8%; Vif-APOBEC3G blk: -2.4%; RXFP1 ag: 0.1%; Vif-A3F inh: 1.5%; USP1-UAF1 inh: 1.7%
